UPR XBP1 act = activators of adaptive XBP1 UPR arm, primary screen, cell-based, CHO-XBP1 luciferase reporter, luminescence, uHTS; IRE1-XBP1 UPR activation; percent of tunicamycin response, DMSO as zero; activation, % at 20 µM; 330,000 compounds, 0.33% hits;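 active means versus positive control, 20 µM dose yields 30% or more activation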;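 further: 100% = tunicamycin at 10 µg/mL and 0% = DMSO only wells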
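incubation = overnight seeding at 37 °C, 6 h compound treatment at 37 °C | assay system = CHO-XBP1 cells stably carrying IRE1-XBP1-driven luciferase reporter | input = 1000 cells per well | detection = luciferase luminescence | dosing = single point, 20 µM final compound, 1% DMSO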
CHOP UPR activ = activators of apoptotic CHOP UPR arm, primary screen, cell-based, CHO-CHOP luciferase reporter, luminescence, uHTS; UPR activation; percent of tunicamycin response over DMSO baseline; activation, % at 10 µM; 330,000 compounds, 0.34% hits;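 active means at 10 µM dose, activation of 40% or more, normalized to positive control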;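 further: 100% = tunicamycin at 10 µg/mL and 0% = DMSO alone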
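System: CHO-CHOP luciferase reporter cell line; amount: 500 cells/well; buffer or medium: F12 medium containing 10% fetal bovine serum; incubation: 6 h compound exposure at 37 °C after overnight seeding; measured by: luciferase luminescence after 10 min with Steady-Glo reagent; evaluation: % reporter activation, DMSO baseline versus tunicamycin full activation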
697 NFkB inh = inhibitors of PMA/ionomycin-induced NF-kB reporter, 697 cells, primary screen, B-cell NF-kB inhibitor project, cell-based, luminescence, uHTS | 697 B-cell NF-kB luciferase reporter, 16 h | inhibition, % at 4 µM | 330,000 compounds, 0.33% hits | AID 435022, 2010; in the data active means inhibition above about 35%
APJ ag = agonists of human apelin receptor APJ, primary screen, CHO-K1 cells, PathHunter beta-arrestin, luminescence; P35414; 0% DMSO wells, 100% apelin; activation, % at 20 µM; 330,000 compounds, 0.11% hits; AID 2520, 2010;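 active means activation more than six SD over the plate average, tested at 20 µM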;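 further: 0% = DMSO alone and 100% = apelin-13 at 10 nM; some results filed as inactive read as strong as hits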
Target sequence (P35414 whole entry, looked up): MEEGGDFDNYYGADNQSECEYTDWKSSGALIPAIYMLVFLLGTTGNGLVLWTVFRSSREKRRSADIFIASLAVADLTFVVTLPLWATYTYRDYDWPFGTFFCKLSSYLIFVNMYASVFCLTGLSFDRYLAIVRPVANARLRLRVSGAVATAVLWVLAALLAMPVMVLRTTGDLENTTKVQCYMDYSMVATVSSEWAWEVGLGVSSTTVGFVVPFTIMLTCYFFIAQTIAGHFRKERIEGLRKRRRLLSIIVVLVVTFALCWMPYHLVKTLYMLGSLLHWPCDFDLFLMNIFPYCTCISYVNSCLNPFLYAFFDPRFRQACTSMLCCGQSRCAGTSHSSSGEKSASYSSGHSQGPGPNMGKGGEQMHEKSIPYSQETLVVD
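Assay system – PathHunter CHO-K1 APJ (AGTRL-1) beta-arrestin reporter cells · Compound – one dose, 20 µM compound, 1% DMSO · Timing – compound 90 min 25 °C, reagent 1 h · Measured by – luminescence from split beta-galactosidase complementation, Galacton Star/Emerald II substrate · Measure – beta-arrestin recruitment to APJ as agonist activity, luminescent signal · Benchmarks – DMSO vs Apelin-13 10 nM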
Mdm2 MdmX PPI = inhibitors of human Mdm2-MdmX association, primary screen, cell-based, luminescence, split luciferase, SaOS-2, uHTS; Protein Mdm4 (Homo sapiens) + E3 ubiquitin-protein ligase Mdm2 (Homo sapiens), …; SaOS-2 split-luciferase Mdm2/MdmX complementation; inhibition, % at 8 µM; 330,000 compounds, 3% hits;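 active means inhibition of at least 50% at 8 µM in the primary screen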
APJ antag = antagonists of human apelin receptor APJ, primary screen, CHO-K1 cells, beta-arrestin complementation, luminescence | P35414 | inhibition, % at 20 µM | 330,000 compounds, 0.32% hits | AID 2521, 2010;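 active means inhibition above about 40% at 20 µM, limit read from the data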;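 further: cells challenged with 10 nM apelin-13 agonist together with compound; plate controls were apelin-13 plus DMSO wells for no effect and DMSO wells lacking apelin-13 for full effect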
tim23-1 inh = growth inhibitors of tim23-1 mutant yeast, primary screen, luminescence, uHTS; inhibition, % at 20 µM; 330,000 compounds, 1.3% hits; S. cerevisiae tim23-1 growth, BacTiter-Glo luminescence, 24 h;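 active means growth inhibition of the mutant yeast at or above 50%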;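 further: temperature-sensitive mutant grown at 25 °C; plate controls were DMSO-treated mutant yeast for no effect and medium wells lacking yeast for full effect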
Jurkat NFkB inh = inhibitors of induced NF-kB luciferase reporter, primary screen, TCR NF-kB activation inhibitor project, cell-based, luminescence, uHTS; Jurkat, PMA/ionomycin-induced NF-kB luciferase reporter; inhibition, % at 4 µM; 330,000 compounds, 0.53% hits; in the data active means inhibition above about 50%
Numbers without * were called inactive.

Each structure is followed by: UPR XBP1 act, CHOP UPR activ, 697 NFkB inh, APJ ag, Mdm2 MdmX PPI, APJ antag, tim23-1 inh, Jurkat NFkB inh
- COc1ccc2c(c1OC)C(=O)OC2Nc1nc(-c2cc3cc(Br)ccc3oc2=O)cs1 (configuration not stated)
    0, 5.3, -66, -2, -72, 4, 40, -67
- O=C(CN1C(=O)COc2ccc(Cl)cc21)Nc1ccc2c(c1)OCCO2
    1, -0.3, -1, 5, -8, -2, -11, 11
- CCCCCOc1ccc(C(=O)Nc2ccc(N3CCOCC3)cc2N2CCOCC2)cc1
    2, 1.0, -10, -1, -41, 13, 21, 15
- Cc1ccccc1-c1nc2sc3c(c2c(=O)o1)CCC3
    1, 4.9, 7, -4, -13, 6, 35, -3
- COc1cc(CNCCc2c[nH]c3ccccc23)ccc1OCc1ccccc1F
    3, 2.5, -11, 1, 90*, 10, 1, -11
- CC(=O)c1c(C)[nH]c(C(=O)OCC(=O)NCCC(C)C)c1C
    -2, -1.1, -33, -3, 18, 10, 2, -1
- CC(C)(C)NCCOc1ccc2ccccc2c1
    3, 1.9, 8, -1, 15, -14, -12, 0
- CS(=O)(=O)N(Cc1ccc(Cl)cc1)c1ccc(C(=O)N/N=C/c2cc3ccccc3nc2Cl)cc1
    2, 4.6, -20, 2, 7, 2, 15, 1
- Cc1cc(C)n2c(SCC(=O)Nc3ccc(F)cc3)nnc2n1
    -1, -1.5, 11, -4, 22, -1, -4, 8
- COc1ccc(C(=O)Nc2nnc(CCS(=O)(=O)c3ccc(C)cc3)s2)cc1
    1, 4.1, -32, -5, 7, -25, 21, -8
- CCN1CCN(C(=O)CN(CCc2ccccc2)S(C)(=O)=O)CC1
    -1, 3.6, 7, 1, 8, 5, 10, 13
- CN(C(=O)COC(=O)c1ccc(Br)c([N+](=O)[O-])c1)c1c(N)n(Cc2ccccc2)c(=O)[nH]c1=O
    0, 0.3, 14, 6, -29, -5, -3, 5
- NC(=O)C1CCN(C(=O)c2ccc3nc(N4CCCCC4)sc3c2)CC1
    6, 1.8, -80, -1, -66, -33, 23, -38
- CCc1nn(CC(=O)NCc2cccnc2)c(=O)c2cc3occc3n12
    1, 1.6, 7, -2, 8, -10, -19, 5
- O=C(O)c1ccccc1N(Cc1ccccc1)C(=O)CO/N=C/c1ccccc1
    -2, -2.3, 3, -2, 17, 12, 13, -3
- Cc1cc(C)cc(NC(=S)NCC2CCCO2)c1 (configuration not stated)
    -4, 2.4, -15, -1, 11, 16, 27, -10
- Cc1ccc2nc(-c3ccccc3N)[nH]c2c1
    -2, 0.7, -265, -2, -183, -26, 67*, -149
- O=C(O)c1[nH]c2ccccc2c1C(c1c(F)cccc1Cl)c1c(C(=O)O)[nH]c2ccccc12
    -2, -0.1, 0, 1, 7, -2, 7, 10
- COC(=O)c1ccc(-c2nc(-c3ccc(Br)o3)no2)cc1
    0, 2.8, -33, -2, -29, 4, 2, -82
- CCC(CC)C(=O)c1c[nH]c(C(=O)NN)c1
    2, -2.4, 11, -1, -6, -46, 13, 0
- COc1ccc(Cc2n[nH]c(=O)c3ccccc23)cc1OC
    0, -1.0, 4, 2, 26, 0, 3, 1
- NNC(=O)c1ccc(CSc2cccc3cccnc23)cc1
    -2, 3.7, 17, 7, 0, -23, -16, -14
- CC(NCCOc1ccccc1F)C(=O)Nc1ccc(S(N)(=O)=O)cc1 (configuration not stated)
    2, 0.4, -25, -1, 7, -15, -8, -15
- COc1ccc(OC)c(CNC(=O)Cc2c(C(=O)O)[nH]c3ccccc23)c1
    -1, -3.1, -14, -1, 5, -5, 4, 3
- O=C(Nc1cccnc1)c1cc(-c2ccc(Cl)cc2)on1
    3, 5.5, 10, -1, 20, -11, 0, -30
- CC(C)c1ccc2[nH]c3c(c2c1)[C@@H]1CCN2C(=O)CCC[C@H](C3)[C@H]12
    -4, 3.4, -56, 2, -36, -10, -13, -40
- CCOCCCn1c(=N)c(C(=O)NCCN2CCOCC2)cc2c(=O)n3cccc(C)c3nc21
    0, -1.2, -6, -3, -4, 12, 9, -7
- O=[N+]([O-])c1cccc(-n2nnnc2CNCc2ccccc2)c1
    -2, 0.0, 14, -3, 7, -10, 13, -1
- COc1ccc(NC(=O)CN2C(=O)c3ccccc3Sc3ccc(C(=O)N4CCOCC4)cc32)c(OC)c1
    1, -0.9, 19, -1, 15, -1, 7, 7
- C[C@H](CO)N1C[C@H](C)[C@@H](CN(C)C(=O)Nc2ccc(C(F)(F)F)cc2)Oc2ccc(NC(=O)Cc3ccccc3)cc2C1=O
    -6, 1.0, 25, -3, 34, -1, -3, -1

(listing goes on)
Short forms: A = UPR XBP1 act; B = CHOP UPR activ; C = 697 NFkB inh; D = APJ ag; E = Mdm2 MdmX PPI; F = APJ antag; G = tim23-1 inh; H = Jurkat NFkB inh
molecule: CCOC(=O)c1c(C)n(OCc2ccccc2)c2ccc3c(no[n+]3[O-])c12
  A: 1	B: -1.1	C: -9	D: -9	E: 30	F: 0	G: -3	H: 8
molecule: CC(Oc1ccc(C#N)cc1)C(=O)NC1CCCC1 (configuration not stated)
  A: -2	B: 0.5	C: -14	D: 6	E: -2	F: 1	G: 4	H: -17
molecule: COc1ccc(C(=O)c2nccc3cc(OC)c(OC)cc23)cc1OC
  A: 3	B: -1.9	C: 25	D: 7	E: 9	F: -5	G: 5	H: -6
molecule: COc1ccc(NC(=O)CN(C)C(=O)c2cn(-c3ccccc3)nc2-c2ccc(Cl)cc2)cc1
  A: -1	B: 0.7	C: 3	D: 1	E: 43	F: -8	G: 36	H: -16
molecule: CN(C)CCCNS(=O)(=O)c1ccc(N2CCN(Cc3ccc4c(c3)OCO4)CC2)c([N+](=O)[O-])c1
  A: 2	B: 2.4	C: -6	D: -1	E: 15	F: 2	G: -6	H: 62*
molecule: CCN(C(=O)CCNC(=O)Cn1cnc2ccccc2c1=O)c1ccccc1F
  A: 1	B: 3.1	C: -4	D: 0	E: -5	F: -28	G: 22	H: -5
molecule: O=C(COc1ccccc1)N1CCN(C(=O)c2ccco2)CC1
  A: -3	B: -0.9	C: 6	D: -1	E: -5	F: -5	G: 14	H: -14
molecule: CCS(=O)(=O)Nc1ccc(C2=NN(C(C)=O)C(c3cccs3)C2)cc1 (configuration not stated)
  A: 0	B: -0.3	C: -48	D: -2	E: 39	F: 10	G: -12	H: 32
molecule: C[C@H](NC(=O)c1cccc([N+](=O)[O-])c1)C(=O)OCC(=O)c1ccccc1Br
  A: -2	B: 1.5	C: 8	D: -5	E: 2	F: 8	G: 19	H: 15
molecule: Cc1c(-c2ccccn2)c(=O)[nH]n1-c1ccc(F)cc1
  A: -6	B: -3.0	C: -125	D: 2	E: -23	F: -26	G: 7	H: -97
molecule: CC1CCN(CC(=O)Nc2ccc(C(=O)N3CCCCC3)cc2)CC1
  A: -4	B: 1.7	C: 10	D: -4	E: -23	F: -19	G: -1	H: 2
molecule: Brc1cnc2nc[nH]c2c1
  A: -2	B: 0.1	C: -22	D: 2	E: -2	F: 29	G: -2	H: 1
molecule: CC1=C(C(N)=O)C(c2ccccc2[N+](=O)[O-])n2ncnc2N1 (configuration not stated)
  A: 5	B: -0.2	C: 6	D: 0	E: 3	F: -5	G: -3	H: 11
molecule: Cc1cc(-c2ccc(N3CCOCC3)cc2)nc2ccccc12
  A: 1	B: 8.0	C: -81	D: -3	E: -117	F: -25	G: 48	H: -116
molecule: CCc1nnc(NC(=O)CSc2nnc(Cc3ccc(OC)cc3)o2)s1
  A: -2	B: -2.5	C: 12	D: 2	E: -13	F: -1	G: 0	H: -3

Rewritten as comma-separated lines: 8 of the compounds above
Compound,UPR XBP1 act,CHOP UPR activ,697 NFkB inh,APJ ag,Mdm2 MdmX PPI,APJ antag,tim23-1 inh,Jurkat NFkB inh
CCOC(=O)c1c(C)n(OCc2ccccc2)c2ccc3c(no[n+]3[O-])c12,1,-1.1,-9,-9,30,0,-3,8
CC(Oc1ccc(C#N)cc1)C(=O)NC1CCCC1 (configuration not stated),-2,0.5,-14,6,-2,1,4,-17
COc1ccc(C(=O)c2nccc3cc(OC)c(OC)cc23)cc1OC,3,-1.9,25,7,9,-5,5,-6
COc1ccc(NC(=O)CN(C)C(=O)c2cn(-c3ccccc3)nc2-c2ccc(Cl)cc2)cc1,-1,0.7,3,1,43,-8,36,-16
CN(C)CCCNS(=O)(=O)c1ccc(N2CCN(Cc3ccc4c(c3)OCO4)CC2)c([N+](=O)[O-])c1,2,2.4,-6,-1,15,2,-6,62*
CCN(C(=O)CCNC(=O)Cn1cnc2ccccc2c1=O)c1ccccc1F,1,3.1,-4,0,-5,-28,22,-5
O=C(COc1ccccc1)N1CCN(C(=O)c2ccco2)CC1,-3,-0.9,6,-1,-5,-5,14,-14
CCS(=O)(=O)Nc1ccc(C2=NN(C(C)=O)C(c3cccs3)C2)cc1 (configuration not stated),0,-0.3,-48,-2,39,10,-12,32

Next section:
Short forms: A = UPR XBP1 act; B = CHOP UPR activ; C = 697 NFkB inh; D = APJ ag; E = Mdm2 MdmX PPI; F = APJ antag; G = tim23-1 inh; H = Jurkat NFkB inh
molecule: O=C1COc2ccc(C(=O)COC(=O)c3c(F)cccc3Cl)cc2N1
  A: 3	B: 6.4	C: 21	D: -1	E: 4	F: 2	G: -13	H: 9
molecule: CC1CCN(c2ccc(S(=O)(=O)N3CCC(C)CC3)cc2N)CC1
  A: -5	B: 1.9	C: -22	D: -2	E: 16	F: 18	G: 38	H: 15
molecule: CCOC(=O)c1cc(-c2ccco2)nn1-c1ccc(C)cc1
  A: 0	B: 1.8	C: 10	D: -3	E: -4	F: 9	G: 24	H: 3
molecule: N#CCOc1ccccc1P(=O)(c1ccccc1)c1ccccc1
  A: 0	B: -0.5	C: -22	D: -3	E: -19	F: 5	G: 17	H: -57
molecule: Cc1nc([N+](=O)[O-])cn1CC(O)c1ccc(-c2ccccc2)cc1 (configuration not stated)
  A: 1	B: 0.4	C: 9	D: -1	E: 24	F: 20	G: 14	H: 13
molecule: O=C(O)CCNS(=O)(=O)c1ccc(Oc2ccccc2Cl)cc1
  A: -3	B: 5.0	C: 4	D: -1	E: -5	F: 29	G: 5	H: 2
molecule: Cn1c(CN2CCCCC2)c(C#N)c2ccccc21
  A: 2	B: -1.0	C: 30	D: 3	E: -14	F: -2	G: 3	H: 10

Compound activity: PubChem, Sanford-Burnham Center for Chemical Genomics
